TWEAK-Fn14 inh = inhibitors of TWEAK-Fn14 signaling, primary screen, luciferase reporter cells, uHTS; TWEAK-stimulated Fn14 reporter cells, luciferase luminescence, 8 h; inhibition, % at 10 µM; 360,000 compounds, 2% hits; AID 1159606, 2016; in the data active means inhibition above about 50%
NCOA1 inh = SRC1 coactivator transcriptional activity inhibitors, primary screen, cell-based, luminescence. Nuclear receptor coactivator 1 (Homo sapiens), Q15788. HEK293 GAL4-SRC1 luciferase reporter. inhibition, % at 3.6 µM. 360,000 compounds, 0.12% hits. AID 588354, 2011;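 active means inhibition above the campaign mean plus 3 SD, with each screening campaign given its own cutoff, cut at about 60% in these data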;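 further: 0% = DMSO treated cells and 100% = gossypol at 36 µM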
TLR9-MyD88 block = inhibitors of TLR9-MyD88 association in cells, primary screen, cell-based, CHO, BLA complementation, fluorescence. Toll-like receptor 9 (Homo sapiens) + Myeloid differentiation primary response protein …. inhibition, % at 4.98 µM. CCF4 FRET ratio. 340,000 compounds, 0.21% hits;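 active means inhibition above the mean over all tested compounds plus 3 SD, cut at about 21% in these data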;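 further: 0% = DMSO only wells and 100% = clavulanate BLA inhibitor control wells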
COUP-TFII inh = NR2F2 transcriptional activity inhibitors, primary screen, cell-based, luciferase reporter, HEK293T, luminescence. HEK293T NGFI-A luciferase reporter. inhibition, % at 8.6 µM. 370,000 compounds, 0.7% hits. AID 686940, 2013;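 active means inhibition above a per-plate cutoff, mean inhibition of test wells between control levels plus 3 SD, cut at about 38% in these data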;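 further: cells cotransfected with COUP-TFII expression vector driving the NGFI-A reporter; 0% = median of COUP-TF2 test wells and 100% = reporter-only cells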
Target sequence (P24468 whole entry, looked up): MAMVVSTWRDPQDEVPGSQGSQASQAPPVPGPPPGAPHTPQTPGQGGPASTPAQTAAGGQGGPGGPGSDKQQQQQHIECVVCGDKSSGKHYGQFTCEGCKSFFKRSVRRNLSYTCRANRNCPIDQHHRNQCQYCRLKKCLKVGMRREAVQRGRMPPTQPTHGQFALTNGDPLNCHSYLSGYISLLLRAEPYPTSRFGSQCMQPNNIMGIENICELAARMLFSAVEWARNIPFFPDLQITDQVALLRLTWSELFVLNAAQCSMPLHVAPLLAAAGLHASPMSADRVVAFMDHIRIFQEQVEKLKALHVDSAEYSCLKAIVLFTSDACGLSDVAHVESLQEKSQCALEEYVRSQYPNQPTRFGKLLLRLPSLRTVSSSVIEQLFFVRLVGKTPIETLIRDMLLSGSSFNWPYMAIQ
NCOA3 inh = SRC3 coactivator transcriptional activity inhibitors, primary screen, cell-based, luminescence | inhibition, % at 3.6 µM | HEK293 GAL4-SRC3 luciferase reporter | AID 588352, 2011 | 360,000 compounds, 0.17% hits | Nuclear receptor coactivator 3 (Homo sapiens), Q9Y6Q9;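 active means inhibition above a per-campaign cutoff, the mean of all compounds plus 3 SD, cut at about 60% in these data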;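 further: 0% = DMSO-treated cells and 100% = gossypol-treated cells at 36 µM; higher means less SRC3-driven luciferase light from the GAL4 reporter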
TROY signal inh = inhibitors of TROY-driven NF-kB signaling, primary screen, Q293 LMP1-TROYcd cells, NF-kB luciferase, uHTS. Q293 LMP1-TROYcd NF-kB luciferase reporter, 4 h. inhibition, % at 10 µM. 360,000 compounds, 0.98% hits. AID 1347056, 2019;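 active means compounds whose plate-normalised and pattern-corrected inhibition of the luciferase reporter signal at the single screening dose is 50% or more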
LRH-1 inv ag = LRH-1 (NR5A2) inverse agonists, primary screen, cell-based, luminescence, HEK293T, StAR-luciferase reporter; Nuclear receptor subfamily 5 group A member 2 (Homo sapiens), O00482; LRH-1 transfected, 24 h; inhibition, % at 3.6 µM; 360,000 compounds, 0.13% hits; AID 602396, 2012;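 active means inhibition above the mean inhibition of all tested compounds plus 3 SD, cut at about 73% in these data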;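 further: 0% = DMSO wells and 100% = reporter-only cells lacking LRH-1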
EBV LMP1 NFkB = EBV LMP1-driven NF-kappaB luciferase reporter inhibitors, primary screen, cell-based, luminescence, single point; LMP1-induced NF-kappaB luciferase reporter cells; inhibition, % at 12.5 µM; 350,000 compounds, 0.69% hits; in the data active means inhibition above about 41%;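 further: 0% = neutral control wells and 100% = reference inhibitor control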
NCOA2 inhibitor = inhibition of GAL4-SRC2 driven luciferase reporter, primary screen, SRC2 inhibitor project, cell-based, luminescence; Nuclear receptor coactivator 2 (Homo sapiens), Q15596; HEK293 GAL4-SRC2 luciferase reporter; inhibition, % at 9 µM; 370,000 compounds, 0.17% hits; AID 651957, 2012;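 active means inhibition above the mean inhibition of all tested compounds plus 3 SD, set per campaign, cut at about 52% in these data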;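 further: 0% = DMSO treated cells and 100% = cells given Gossypol at 36 µM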
C8 TRAIL sens = viability loss with TRAIL in NB7+C8 cells, primary screen, TRAIL sensitizer project, cell-based, ATPlite luminescence. inhibition (viability loss, TRAIL sensitization), % at 10 µM. 360,000 compounds, 1% hits. AID 624354, 2012;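 active means compounds causing at least 50% loss of cell viability in the single-dose screen, relative to plate controls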
NOD2 RIPK2 PPI = NOD2-RIPK2 binding disruptors in cells, primary screen, fluorescence, CHO cells, BLA complementation; inhibition, % at 4.98 µM; CCF4 ratio; AID 624267, 2012; 360,000 compounds, 0.38% hits; in the data active means inhibition above about 21%;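 further: 0% = vehicle only and 100% = reference blocker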
Target sequence (O43353 whole entry, looked up): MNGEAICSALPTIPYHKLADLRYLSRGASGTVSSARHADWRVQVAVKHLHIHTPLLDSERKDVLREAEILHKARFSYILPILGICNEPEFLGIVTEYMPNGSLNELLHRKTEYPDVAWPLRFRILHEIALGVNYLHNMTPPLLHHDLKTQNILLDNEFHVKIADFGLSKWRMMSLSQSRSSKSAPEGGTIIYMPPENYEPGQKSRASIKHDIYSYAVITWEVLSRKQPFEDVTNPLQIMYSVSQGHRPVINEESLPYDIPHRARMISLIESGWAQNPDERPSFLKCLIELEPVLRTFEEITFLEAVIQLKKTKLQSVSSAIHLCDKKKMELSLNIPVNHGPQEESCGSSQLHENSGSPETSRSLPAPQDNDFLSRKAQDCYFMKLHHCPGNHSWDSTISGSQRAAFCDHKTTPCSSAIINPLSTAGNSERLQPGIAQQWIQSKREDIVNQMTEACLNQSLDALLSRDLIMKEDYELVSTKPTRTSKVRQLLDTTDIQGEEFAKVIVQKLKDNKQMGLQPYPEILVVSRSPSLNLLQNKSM
An asterisk follows results filed as active; . = not tested or not shown. Not all compounds are listed (hit frequency here may not be typical).

Structure,COUP-TFII inh,TROY signal inh,EBV LMP1 NFkB,C8 TRAIL sens,TLR9-MyD88 block,LRH-1 inv ag,NOD2 RIPK2 PPI,NCOA3 inh,TWEAK-Fn14 inh,NCOA2 inhibitor,NCOA1 inh
Cn1cc(C(=O)N/N=C/c2c(O)ccc3ccccc23)ccc1=O,11.0,5.7,62.1*,29.0,0.1,24.9,2.9,61.6*,-4.7,40.0,32.4
O=C(CN1C(=O)CCSc2ccc(S(=O)(=O)N3CCCC3)cc21)NCc1ccccc1Cl,0.9,-12.1,-0.7,-3.3,-20.3,18.0,-8.7,-1.2,-1.8,6.9,-19.4
COc1ccc(NC(=O)C(c2ccccc2)N2CCN(c3ccccn3)CC2)cc1Cl (stereo unspecified),7.0,0.1,0.9,-7.4,-1.2,17.8,-9.3,15.7,-9.1,2.8,-16.0
COc1ccc(NC(=O)N(C)C[C@H]2Oc3c(NC(=O)Nc4ccc5c(c4)OCO5)cccc3C(=O)N([C@H](C)CO)C[C@@H]2C)cc1,-7.0,-27.0,-2.0,7.5,6.0,12.2,3.6,0.7,-26.8,1.9,-21.3
Oc1ccc(-c2nccc(-c3ccc(F)cc3)n2)cc1,-20.3,-78.9,7.8,13.3,2.4,-81.3,8.5,-75.6,-8.5,-49.4,-55.4
CCOC(=O)/C(C#N)=C/c1c(N2CCN(c3ccccc3)CC2)nc2c(C)cccn2c1=O,9.3,3.9,-7.1,2.9,-1.4,13.6,-8.8,-0.9,9.7,-27.6,-3.8
O=C(Cc1ccccc1)N1CCCC1c1ccccc1 (stereo unspecified),-3.4,15.0,7.0,-9.8,6.1,15.5,7.9,6.0,-2.2,-0.1,6.7
COCCCNC(=S)N1CCCC(c2nc3cc(C)c(C)cc3[nH]2)C1 (stereo unspecified),-2.9,-4.2,1.6,-2.2,0.8,-11.9,-3.7,-1.7,-10.0,4.3,0.1
Cc1ccc(N2CCC(N3CCN(C)C(CCO)C3)CC2)cc1 (stereo unspecified),3.0,1.6,-5.2,7.6,0.6,-1.8,1.7,-24.4,-3.3,-9.7,-2.3
COc1ccc([C@H]2/C=C\CN(Cc3ccc(N(C)C)cc3)[C@@H](C)C(=O)N2Cc2ccc(F)cc2)cc1,6.0,-3.6,0.4,14.6,-1.1,1.1,-4.4,-12.5,-5.2,9.8,-13.0
COc1ccc(C(=O)/C=C/c2ccc(OC(=O)c3cc(OC)c(OC)c(OC)c3)cc2)cc1,0.6,16.1,-1.4,31.9,-6.9,5.8,-11.2,-11.9,49.6,2.8,-44.6
COc1ccc(-c2ccc(OC)c(OC)c2OC)c(OC)c1OC,17.2,2.8,1.3,-4.2,-4.8,-7.3,-11.2,1.1,2.0,11.5,1.3
CCCCNCC(O)(c1ccc(Cl)cc1)c1ccc(Cl)cc1,8.2,12.8,-1.5,6.4,-2.5,7.5,-1.7,13.4,-18.9,-0.6,-10.5
CCOc1ccc(/C=N/NC(=O)Cc2cccs2)cc1,-7.9,-66.1,.,-4.6,.,-44.0,-14.0,-73.3,-23.9,-41.9,-42.1
CCOC(=O)C(=O)NNc1ccc(Cl)cc1,-6.1,-3.9,2.9,-2.0,-0.3,21.1,1.5,2.7,-26.6,-21.7,-18.3

(continued)
Structure,COUP-TFII inh,TROY signal inh,EBV LMP1 NFkB,C8 TRAIL sens,TLR9-MyD88 block,LRH-1 inv ag,NOD2 RIPK2 PPI,NCOA3 inh,TWEAK-Fn14 inh,NCOA2 inhibitor,NCOA1 inh
Cc1ccc(C2=[N+]([O-])C(C)(C)CC2)cc1,19.1,1.0,4.6,-5.7,2.7,-6.7,-6.8,11.6,-2.8,-57.2,11.3
O=C1CCCC(=O)N1c1ccc(NCCOCCO)c([N+](=O)[O-])c1,-28.6,-16.8,0.3,-7.4,5.0,-16.5,3.9,19.6,-7.1,7.8,-11.8
CCn1c(SCC(=O)N2CCN(c3ccc(F)cc3)CC2)nnc1-c1ccncc1,3.0,-12.3,3.3,-15.8,-14.6,9.2,6.1,6.0,0.2,-2.8,7.3
COC(=O)c1ccc(CN2CCC(Oc3cccc(C(=O)N4CCCC4)c3)CC2)cc1,23.7,-13.1,7.4,15.6,0.5,18.5,2.6,16.5,0.6,-13.4,18.0
Cc1nc(CSc2ccc(Br)cc2)cs1,-1.1,-27.8,-1.0,-0.6,-7.6,-9.8,-9.2,-28.1,15.9,-35.1,-8.0
CCN1C(=O)N[C@@H](c2cccc(C(F)(F)F)c2)C(C(C)=O)=C1C,2.8,-4.9,-7.0,-8.7,-4.4,12.3,3.9,9.0,-10.3,-8.7,-27.3
COc1cc(OC)cc(-c2nc(-c3ccc(Br)cc3)no2)c1,-1.4,-56.8,-10.7,5.2,-12.8,-16.2,-12.0,-32.1,-23.8,-25.6,6.7
O=C(COC(=O)/C=C/c1ccc(Br)o1)Nc1ccc2[nH]c(=O)[nH]c2c1,7.2,24.6,-0.7,2.6,10.3,11.1,5.0,4.1,25.0,-9.0,-18.9
O=C(N/N=C/c1ccc(Br)cc1)c1ccc(F)cc1,-0.1,-18.6,0.3,2.3,7.5,-14.7,-16.6,-21.1,-30.8,-8.9,-11.9
CCOC(=O)N1CCN(c2c(Nc3cc(C)[nH]n3)c(=O)c2=O)CC1,-15.6,-7.3,1.2,-4.0,8.3,26.1,-30.4,-1.0,-19.4,6.2,2.1
COc1ccc(-c2[nH]ncc2/C=N/NC(=O)c2ccncc2)c(OC)c1,5.8,-4.6,-1.2,-3.0,-11.7,-4.1,-6.0,7.1,0.9,-9.4,19.0
CN(c1ccc(OCC(=O)Nc2ccccc2C(=O)O)cc1)S(=O)(=O)c1ccc(Cl)cc1,-16.6,3.2,9.8,3.1,1.1,-62.8,-1.0,-143.4,-27.1,0.8,-52.9
O=C(CC1SC(N2CCCCC2)=NC1=O)Nc1cccc(C(F)(F)F)c1 (stereo unspecified),-6.6,1.8,-7.6,3.0,0.4,-14.7,-12.2,2.2,-6.4,-8.7,0.7
Cc1cccc(C2=NN(c3ccccc3)[C@@H](C(=O)N3CCOC3=O)[C@@H]2c2ccc(Cl)cc2)c1,-1.5,-5.2,0.1,-18.3,-3.3,1.6,7.0,-4.2,42.7,8.6,-0.2
CCCCN(C(=O)c1cccc(-c2ccc(OC(C)=O)cc2)c1)c1c(N)n(CCC)c(=O)[nH]c1=O,15.4,-21.3,-1.5,-1.9,3.7,6.4,-17.1,6.2,-5.1,-23.5,11.0

Other compounds:
Structure,COUP-TFII inh,TROY signal inh,EBV LMP1 NFkB,C8 TRAIL sens,TLR9-MyD88 block,LRH-1 inv ag,NOD2 RIPK2 PPI,NCOA3 inh,TWEAK-Fn14 inh,NCOA2 inhibitor,NCOA1 inh
COc1ccc(CNC(=S)Nc2ccccc2F)cc1,-3.9,-10.0,-13.9,0.4,-0.6,-4.4,-13.1,-6.3,5.7,-39.7,-4.8
CCOc1ccc(S(=O)(=O)N(C)CC(=O)N2CCN(CC)CC2)cc1,10.2,6.2,-5.9,-1.4,2.3,-18.7,-10.1,-8.2,17.4,-0.2,-2.5
C=CCN1C(=O)c2ccc(C(=O)N3CCN(S(=O)(=O)c4cccc(Cl)c4)CC3)cc2C1=O,11.4,2.5,-0.1,-8.4,-11.7,-3.2,1.9,-2.0,-7.5,11.7,-7.6
COCCn1c(C)cc(C(=O)CSc2nc3ccccc3s2)c1C,50.4*,60.0*,9.7,24.9,-1.4,1.9,8.3,28.7,51.3*,9.1,25.3
CCNC(=O)C1Cc2cc(S(=O)(=O)N3CCCC3)ccc2N1C(C)=O (stereo unspecified),-7.5,-15.9,-0.1,29.1,0.7,-10.1,-1.5,12.5,3.2,1.0,10.8
CCOC(=O)NN1C(=O)c2ccccc2NC1c1ccccc1 (stereo unspecified),-2.2,9.0,13.2,15.6,-3.4,6.5,-3.0,4.8,-2.6,-2.0,-8.1
O=C(O)c1cc(S(=O)(=O)Nc2cccc(S(=O)(=O)N3CCCC3)c2)ccc1Cl,7.2,-6.6,-0.2,-9.6,0.8,7.7,-10.6,6.3,-7.1,-15.9,-7.1
CCCc1c(-c2ccc(Cl)cc2)ncn1Cc1cccc(-c2ccccc2)c1,0.9,.,.,22.4,.,-25.7,-12.6,.,.,-5.0,.
CCOc1ccc(CN(C)C(=O)c2cccc(S(=O)(=O)Nc3ccccc3OC)c2)cc1OC,14.7,0.6,1.1,-6.7,0.7,-1.4,-9.9,1.5,-0.4,7.1,-1.2
COc1ccc(S(=O)(=O)N2CCC(C(=O)N3CCCC3)CC2)cc1C,20.6,-0.5,0.7,-8.4,-2.6,0.9,8.3,-22.6,17.0,11.3,-18.3
C=CCc1cc(CN2CC(C)OC(C)C2)c(O)c(OC)c1 (stereo unspecified),5.0,8.7,-6.1,-9.8,5.7,-10.7,-11.7,3.9,36.2,-8.1,2.1
N#CC1=C(SCC(=O)c2ccc(Cl)cc2)NC2=C(C(=O)CCC2)C1c1ccco1 (stereo unspecified),-1.6,3.0,21.4,6.4,3.5,-3.9,-4.8,2.4,16.6,3.9,1.4
CCOC(=O)C(NC(=O)Nc1ncccn1)(Oc1ccccc1)C(F)(F)F (stereo unspecified),14.5,3.5,2.7,4.1,1.6,-27.9,-10.0,-9.2,5.4,13.0,-1.3
CCN(C1CCS(=O)(=O)C1)S(=O)(=O)c1ccc2ccccc2c1 (stereo unspecified),7.2,5.0,-4.1,3.7,-2.2,-19.4,1.3,5.3,-2.3,-11.6,4.3
O=C(c1cccc(NS(=O)(=O)c2ccccc2)c1)N1CCCC1,-14.5,5.3,-0.2,-8.4,-7.6,6.8,0.9,17.4,-1.1,-23.3,-18.6

More records follow:
Structure,COUP-TFII inh,TROY signal inh,EBV LMP1 NFkB,C8 TRAIL sens,TLR9-MyD88 block,LRH-1 inv ag,NOD2 RIPK2 PPI,NCOA3 inh,TWEAK-Fn14 inh,NCOA2 inhibitor,NCOA1 inh
COC(=O)C1C(=O)c2c(C)noc2CC1(C)C (stereo unspecified),4.9,1.6,-3.6,-0.5,6.0,2.5,5.3,-0.5,-7.9,-9.9,13.8
CN(C)c1nc(N(C)C)nc(N(C)C)n1,-1.3,-11.0,2.0,8.2,-0.2,-17.0,8.6,-8.8,-2.2,-1.3,6.6
Cc1cc(O)c(-c2cc(C(=O)Nc3sc4c(c3C(=O)NCc3ccco3)CCC4)[nH]n2)cc1C,-9.1,2.1,-2.8,2.9,-10.8,5.8,-7.3,-4.1,-17.0,-12.0,-7.7
CC(C)CN(C(=O)c1ccc(=O)n(C)n1)c1c(N)n(Cc2ccccc2)c(=O)[nH]c1=O,-2.5,-8.0,-7.8,-19.2,4.1,17.6,-5.8,-3.2,4.5,-28.2,-9.1
CCC(Sc1nc2ncnc(N)c2[nH]1)C(=O)O (stereo unspecified),12.2,5.0,-0.6,1.0,3.8,6.3,-12.5,14.1,-1.7,2.5,-18.6
